Screening results from PubChem BioAssay.
NPR2 activator – GC-B (human) receptor activation; P20594; HEK293-GC-B cells, CNP EC30, cGMP TR-FRET; 0% at EC30 CNP, 100% saturating CNP; activation, % at 10 µM; 370,000 tested, 0.11% active;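 active = activation at 10 µM reaching about 35% in either raw or pattern-adjusted values, limit read from the data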
DDE Tn6 FP inh – disrupts Tn6 cyclic peptide binding to fibrin D-Dimer-E complex; Fibrin DD(E) TRITC-Tn6 fluorescence polarization displacement; inhibition, % at 8.3 µM; 370,000 tested, 0.21% active; AID 720509;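 active = inhibition above a per-campaign cutoff: mean of compounds within control limits plus 3 SD, cut at about 15% in these data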;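 note: 0% = median of all compound wells on the plate and 100% = blocking peptide control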
rCAG binder – binds r(CAG) RNA repeats. r(CAG) RNA repeat, TO-PRO-1 dye displacement fluorescence. inhibition, % at 3 µM. 370,000 tested, 1.3% active;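 active = inhibition above the plate cutoff, the mean of all test compounds on that plate plus 3 SD, cut at about 35% in these data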;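 note: 0% = DMSO alone and 100% = 100 µM mitoxantrone as full dye displacement; higher means more dye released from RNA so lower well fluorescence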
ADAM10 inh – inhibits human ADAM10. O14672. recombinant ADAM10, EDANS/DABCYL FRET peptide cleavage, 3 h. inhibition, % at 7 µM. 370,000 tested, 0.62% active. AID 720582;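 active = inhibition above a per-campaign cutoff equal to the mean of compounds falling between control-based bounds plus 3 SD, cut at about 20% in these data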;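 note: 0% = DMSO wells while the 100% control is not disclosed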
ARFGAP1 inhibitor – inhibitors of rat ARFGAP1; inhibition, % at 16.5 µM; 360,000 tested, 0.26% active; Arfgap1-stimulated ARF1 GTP hydrolysis, GDP FP detection; Q62848;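 active = inhibition above a per-plate limit, mean inhibition of low control wells plus 3 SD, cut at about 25% in these data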;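 note: 0% = DMSO wells with enzyme and 100% = wells lacking Arfgap1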
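material = rat Arfgap1 catalytic domain, aa 1-136 | also added = human ARF1(Δ1-17)-GTP substrate | compound dosing = one concentration, 16.5 µM, DMSO 1.26% | times = GTP hydrolysis reaction 2 h at 25 °C | measured by = FP, GDP Alexa 633 tracer displaced from anti-GDP antibody, 620/688 nm | evaluation = percent inhibition of Arfgap1-stimulated GTP hydrolysis | replication = single well per compound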
GAA850 FXN act – increases GAA850 frataxin promoter reporter activity | HEK293 lucGAA850 FXN promoter luciferase reporter, 24 h; percent of 10 µM SAHA response | activation, % at 6 µM | 360,000 tested, 0.56% active | AID 540364;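 active = activation above the average of all compounds screened plus 3 SD, cutoff fixed separately per campaign, cut at about 7.5% in these data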;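 note: 0% = DMSO wells and 100% = 10 µM SAHA wells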
ASAP1 inh – ASAP1 ArfGAP inhibition. Q9ULH1. ASAP1-stimulated ARF1 GTP hydrolysis, GDP FP detection. inhibition, % at 16.5 µM. 360,000 tested, 0.19% active; in the data active = inhibition above about 25%;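 note: 0% = vehicle with enzyme and substrate and 100% = no enzyme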
NPR1 activator – GC-A (human) enzyme activation; P16066; AID 1671463; HEK293 GC-A cells, cGMP TR-FRET, EC30 ANP; 0% at EC30 ANP, 100% saturating ANP; 370,000 tested, 0.14% active; activation, % at 10 µM; in the data active = activation above about 40%
Target sequence (P16066 whole entry, looked up): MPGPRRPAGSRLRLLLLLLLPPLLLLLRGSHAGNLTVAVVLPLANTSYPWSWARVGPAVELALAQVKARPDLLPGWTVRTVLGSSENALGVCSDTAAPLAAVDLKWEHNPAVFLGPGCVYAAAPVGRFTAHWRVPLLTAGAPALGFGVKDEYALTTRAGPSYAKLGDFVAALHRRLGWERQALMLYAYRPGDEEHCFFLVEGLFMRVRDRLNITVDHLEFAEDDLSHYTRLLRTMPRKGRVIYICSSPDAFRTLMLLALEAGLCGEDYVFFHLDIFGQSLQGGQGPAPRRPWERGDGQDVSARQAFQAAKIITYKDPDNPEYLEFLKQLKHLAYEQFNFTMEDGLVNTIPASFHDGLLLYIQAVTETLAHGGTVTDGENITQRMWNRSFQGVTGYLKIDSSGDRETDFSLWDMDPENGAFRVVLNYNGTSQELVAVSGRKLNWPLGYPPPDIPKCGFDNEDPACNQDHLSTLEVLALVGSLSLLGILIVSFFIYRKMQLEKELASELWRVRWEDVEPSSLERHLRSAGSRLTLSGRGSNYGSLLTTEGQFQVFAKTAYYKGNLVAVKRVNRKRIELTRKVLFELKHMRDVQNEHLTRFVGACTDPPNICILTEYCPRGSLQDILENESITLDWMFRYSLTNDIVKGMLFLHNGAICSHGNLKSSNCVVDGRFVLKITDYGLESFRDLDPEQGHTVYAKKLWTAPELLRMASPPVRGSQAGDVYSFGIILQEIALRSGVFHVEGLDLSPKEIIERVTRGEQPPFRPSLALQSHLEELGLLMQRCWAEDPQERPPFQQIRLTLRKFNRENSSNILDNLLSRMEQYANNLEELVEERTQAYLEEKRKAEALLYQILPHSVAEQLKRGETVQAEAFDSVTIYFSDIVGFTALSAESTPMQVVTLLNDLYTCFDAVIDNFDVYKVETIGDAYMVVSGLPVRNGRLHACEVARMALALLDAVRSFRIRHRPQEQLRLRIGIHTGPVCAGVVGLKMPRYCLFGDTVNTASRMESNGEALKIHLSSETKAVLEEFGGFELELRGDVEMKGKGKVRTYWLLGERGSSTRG
KLK7 zymogen act – activates the human kallikrein-7 zymogen | purified proKLK7, EDANS-DABCYL substrate fluorescence; 100% is mature enzyme control, 0% vehicle | activation, % at 7 µM | 370,000 tested, 0.9% active;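 active = activation above the mean of all tested compounds plus 3 SD, computed per campaign excluding outliers beyond control limits, cut at about 13% in these data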
HGIII-sPLA2 inh – Inhibits HGIII-sPLA2 liposome hydrolysis, primary screen; 370,000 tested, 0.56% active; Q9NZ20; QFRET BODIPY PC-A2 liposome hydrolysis, fluorescence; AID 743126; inhibition, % at 12.2 µM;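 active = inhibition above mean plus 3 SD of compounds lying within the high and low control bounds, cut at about 19% in these data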;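 note: 0% = median of test compound wells and 100% = no enzyme DMSO wells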
* = called active by the depositor; i = inactive; · = no result given.

SMILES | NPR2 activator | DDE Tn6 FP inh | rCAG binder | ADAM10 inh | ARFGAP1 inhibitor | GAA850 FXN act | ASAP1 inh | NPR1 activator | KLK7 zymogen act | HGIII-sPLA2 inh
CCOC(=O)n1c(=O)n(Cc2ccccc2)c2ccccc21 | 5.7 | 4.3 | 0.2 | -9.1 | 0.0 | -1.4 | 0.0 | 6.0 | 0.0 | 6.6
CCOc1ccc(NC(=O)CSC2=NN3CCCC(=O)N=C3S2)cc1 | -1.0 | -0.8 | -0.6 | 5.3 | 2.5 | 1.2 | -1.9 | 0.9 | 0.3 | 2.4
COc1ccc(C(=O)c2cc3cccc(OC)c3o2)cc1 | · | -2.3 | 2.3 | -3.6 | 9.7 | 3.6 | 7.5 | · | 1.1 | -3.9
Cc1cc(NC(=O)c2ccc(Br)cc2)nc(C)n1 | -0.2 | 5.7 | -3.6 | 2.4 | 8.5 | 0.3 | 4.9 | 3.9 | 1.1 | 4.1
COc1cccc(OC)c1C(=O)Nc1cc(Cl)ccc1N1CCOCC1 | 2.6 | 1.1 | 9.5 | -4.1 | 4.9 | 4.6 | -6.5 | -4.6 | 0.0 | -3.3
CC1=C(C(=O)OCc2ccccc2)C(c2ccc(C(F)(F)F)cc2)NC(=O)N1CCCCCC(=O)O (stereo not given) | -0.5 | 2.5 | 20.5 | -2.3 | -3.7 | -1.1 | 0.1 | -7.7 | 0.1 | -15.3
COc1cccc(NC(=S)N2CCC(Cc3ccccc3)CC2)c1 | -4.3 | 0.0 | -5.0 | 7.4 | 17.2 | 1.8 | 5.2 | 2.4 | 0.3 | 13.8
O=C(NCCN1CCC(Cc2ccccc2)CC1)C1CCCN(S(=O)(=O)c2cnc[nH]2)C1 (stereo not given) | 1.9 | 3.2 | 1.4 | -8.1 | 4.3 | -1.1 | 12.1 | -0.4 | 0.2 | -15.1
COc1ccc(C2/C(=C(/O)c3ccc(C)cc3)C(=O)C(=O)N2c2ccccn2)cc1OC (stereo not given) | 7.6 | -1.0 | 3.2 | 4.1 | -23.6 | 2.9 | 15.3 | 0.4 | 1.8 | -7.7
O=C(Nc1ccc(C(=O)N2CCOCC2)cc1)c1ccccc1[N+](=O)[O-] | 2.8 | -5.8 | -1.7 | -5.3 | 5.5 | 0.4 | -6.0 | 5.3 | -1.1 | 3.2

Next part; it opens with the two that closed the last part.
SMILES | NPR2 activator | DDE Tn6 FP inh | rCAG binder | ADAM10 inh | ARFGAP1 inhibitor | GAA850 FXN act | ASAP1 inh | NPR1 activator | KLK7 zymogen act | HGIII-sPLA2 inh
COc1ccc(C2/C(=C(/O)c3ccc(C)cc3)C(=O)C(=O)N2c2ccccn2)cc1OC (stereo not given) | 7.6 | -1.0 | 3.2 | 4.1 | -23.6 | 2.9 | 15.3 | 0.4 | 1.8 | -7.7
O=C(Nc1ccc(C(=O)N2CCOCC2)cc1)c1ccccc1[N+](=O)[O-] | 2.8 | -5.8 | -1.7 | -5.3 | 5.5 | 0.4 | -6.0 | 5.3 | -1.1 | 3.2
COc1ccccc1CN=C1NC(=O)C(CC(=O)Nc2ccc(OC)c(OC)c2)S1 (stereo not given) | -2.9 | -7.0 | 7.1 | 11.4 | 14.7 | 1.9 | -4.3 | -2.6 | -0.6 | -13.6
Cn1cnc(S(=O)(=O)Nc2ccc3c(c2)OCCO3)c1 | -0.8 | -0.1 | -0.4 | 3.1 | 9.8 | 2.2 | -10.2 | 0.2 | -0.1 | 1.7
Cn1ccnc1C(O)(c1ccccc1)c1nccn1C | 5.8 | 1.8 | -2.6 | -10.8 | 12.2 | 1.6 | 0.6 | 6.4 | -0.7 | 11.7
O=C(Nc1ccccc1)c1ccc(Cn2cc(C(F)(F)F)ccc2=O)cc1 | -3.9 | -0.3 | 0.4 | -0.7 | 9.4 | -3.9 | 5.8 | 2.4 | 0.0 | -1.1
CCCCn1c(=NC(=O)c2cccnc2)c(C#N)cc2c(=O)n3cccc(C)c3nc21 | -14.0 | -4.7 | 3.8 | i | -12.7 | -2.6 | -8.6 | 0.6 | 0.8 | -2.1
COc1cc2c(cc1OC)CN(C(=O)c1ccc(S(=O)(=O)N(C)c3ccccc3)cc1)CC2 | 4.6 | -5.4 | -2.3 | 5.5 | 4.7 | 4.1 | 8.7 | 0.7 | 0.3 | -8.9
CCOC(=O)C(=O)NCc1ccc(/C=C2/N=C(C)C(C(=O)OCC)=C2O)o1 | -1.8 | -8.4 | 8.2 | -17.9 | 9.2 | 2.9 | -7.2 | -6.0 | 2.3 | -6.9
NC(=O)COc1ccccc1/C=C1/SC(=O)N(CC(=O)N2CCc3ccccc3C2)C1=O | -4.6 | -0.8 | 3.5 | -5.1 | -5.8 | 5.3 | 6.5 | 1.0 | 1.0 | 4.1
O=C(NNC(=O)c1cccc(S(=O)(=O)Nc2ccccc2F)c1)c1ccncc1 | 1.8 | 0.4 | 5.7 | -0.3 | -1.9 | -2.0 | -3.5 | -4.3 | -0.2 | -5.1
COc1ccccc1-n1c(SC(C)C(=O)NCC2CCCO2)nc2cc(Cl)ccc2c1=O (stereo not given) | -13.5 | -2.6 | 1.8 | -6.2 | 6.8 | -5.4 | 3.8 | -18.6 | 0.0 | 4.5
c1ccc(CN2CCOCCOCCOCC2)cc1 | 0.3 | 4.4 | 3.9 | 7.4 | -3.5 | 1.5 | 3.9 | -0.8 | -0.8 | -2.6
CCOc1ccc(-n2nnc3c(=O)n(CC(=O)NCc4ccco4)cnc32)cc1 | -3.6 | -0.2 | 6.6 | -11.0 | -2.8 | 2.1 | -6.8 | -0.1 | -0.2 | -9.2
COC(=O)CN(c1ccccc1F)S(=O)(=O)c1ccccc1 | -2.2 | 0.7 | 0.9 | 5.8 | -1.6 | -0.1 | 0.1 | -1.2 | 0.4 | 9.1
Nc1nc(-c2ccc(Cl)cc2)nn1C(=O)c1cccs1 | -3.2 | 4.3 | 4.3 | 4.7 | -1.2 | 2.8 | -3.6 | -1.2 | 0.1 | 5.4
CC(=O)Nc1cccc(NC(=O)C2CC(=O)N(CCc3ccc(F)cc3)C2)c1 (stereo not given) | 4.1 | 4.5 | -2.1 | -8.8 | 2.1 | -2.1 | 2.5 | 2.4 | 0.0 | 8.1
CCN(C[C@H]1N[C@@](Cc2ccccc2)(C(=O)OC)[C@H]2C(=O)N(Cc3ccccc3)C(=O)[C@@H]12)C(=O)c1ccc(F)cc1 | -4.8 | 8.6 | 2.4 | 0.5 | 1.2 | -8.1 | -1.1 | -0.7 | 0.4 | -9.1
CC(=O)Nc1ccc(NC(=O)CN2CCN(c3ccccn3)CC2)cc1 | 8.8 | 0.2 | -2.3 | -11.2 | -0.7 | 0.5 | 7.3 | -1.8 | 0.3 | -0.4
CCC(C)(C)NC(=O)c1sccc1Oc1ccc(F)cc1[N+](=O)[O-] | -1.0 | 5.8 | -6.4 | 9.7 | 1.3 | 4.0 | -14.5 | -3.9 | -0.4 | -2.1
CC1=C(CC(=O)O)c2cc(F)ccc2C1=Cc1ccc(S(C)(=O)=O)cc1 | -1.0 | -0.4 | 6.2 | 5.2 | 4.0 | 0.7 | -4.4 | -2.3 | 0.6 | -3.8
CCOc1ccc(S(=O)(=O)N2CCC(C(=O)Nc3cccc(NC(C)=O)c3)CC2)cc1 | 5.4 | -1.8 | 2.6 | -6.0 | -0.4 | 1.2 | 18.6 | 0.5 | 0.1 | -8.0
Cc1ccc(S(=O)(=O)Nc2ccc(Nc3nccn4c(-c5ccc6ccccc6c5)cnc34)cc2)cc1 | 8.8 | -6.8 | 18.5 | -64.3 | 8.0 | 1.4 | -4.2 | -1.8 | -7.3 | 10.3
NS(=O)(=O)c1ccc(N2N=C(c3ccccc3)CC2c2cccc(Br)c2)cc1 (stereo not given) | 2.4 | -11.7 | 12.6 | i | 7.4 | -0.2 | 0.6 | -0.1 | -204.8 | -8.2
COCCCN1C(=O)[C@H](CC(=O)NCc2cccc3ccccc23)[C@]2(C(=O)OC)CCCCC=C12 | -5.9 | 13.0 | 6.5 | 1.4 | · | · | · | 1.0 | -0.5 | -15.3
CCC(O)(c1ccc(NC(=O)OC(C)(C)C)cc1)c1cc(OC)cc(OC)c1 (stereo not given) | -4.5 | 1.0 | 1.1 | 10.9 | · | · | · | -1.7 | 0.0 | -28.6
O=C(Nc1ccnn1C1CCN(Cc2ccc(CO)o2)CC1)c1cccc(F)c1 | -3.1 | -3.9 | 2.9 | 3.2 | -0.9 | -0.5 | 1.3 | 3.0 | 0.2 | -3.2
Cc1cc(OC2CCCCC2)nc(-c2ccccc2O)n1 | -7.0 | -10.7 | -0.6 | 2.9 | 7.9 | -0.4 | 3.7 | -2.4 | -0.1 | 8.8
CCc1nnc(NC(=O)CSc2nnc(Cc3cc(=O)[nH]c(=O)[nH]3)n2-c2ccc(OC)cc2)s1 | 4.3 | 9.2 | 3.8 | -7.9 | -1.7 | 0.5 | 6.1 | 4.1 | 0.6 | -16.5
CC[C@H](CCCc1ccccc1OC)CCS(=O)(=O)N(C)C | 0.4 | 2.6 | -0.2 | -10.7 | · | · | · | 2.6 | -0.2 | -0.5
CC(=O)N1CCN(C(=O)c2ccc(OC3CCN(Cc4ccccn4)CC3)cc2)CC1 | 0.5 | 1.9 | -7.7 | 0.3 | 3.1 | -2.8 | -4.5 | 2.3 | -0.4 | -0.1
S=c1nc(NCc2cccc(Cl)c2)c2ccccc2[nH]1 | 6.4 | -8.3 | 9.0 | 2.7 | -1.8 | -0.4 | -9.7 | 9.0 | 0.0 | 8.3
Cn1c(C(=O)N2CCC(C(=O)N3CCOCC3)CC2)cc2sccc21 | 1.0 | 6.3 | 2.1 | -14.1 | 9.2 | 1.6 | -10.5 | 2.1 | -0.1 | 6.2
O=C(COC(=O)c1cccc(S(=O)(=O)N2CCN(c3ccc(F)cc3)CC2)c1)NCC1CCCO1 (stereo not given) | 4.7 | 3.6 | -2.3 | -8.0 | -3.9 | 1.6 | -3.1 | -3.0 | 0.1 | -4.1
COc1ccc(C(=O)CSc2nc(C)cc(=O)[nH]2)cc1 | -13.2 | 4.8 | 4.1 | 7.2 | -16.6 | 0.4 | 0.9 | -2.6 | -0.7 | -3.7
O=C(CSc1nc2sccc2c(=O)[nH]1)N1CCN(c2ccccc2)CC1 | -9.6 | -1.0 | 13.7 | -7.0 | 12.4 | -0.8 | 5.0 | -3.3 | 0.1 | 4.0
COc1ccc(C(CNC(=O)c2oc3ccc(OC)cc3c2C)N2CCCC2)cc1 (stereo not given) | -14.1 | -3.2 | -1.9 | -87.4 | 5.9 | 0.4 | -13.0 | -19.1 | 3.1 | -15.8
Cc1cc(N(C)C)nc(SC(C)C)n1 | -0.7 | -5.5 | -3.8 | -2.3 | 8.6 | -0.1 | 2.8 | 0.0 | 0.2 | 6.0
CCN(CC)C(=O)CSc1nc2c(sc(=S)n2-c2ccccc2)c(=O)n1-c1ccccc1OC | -8.3 | -4.5 | -0.7 | 3.9 | -1.6 | -2.9 | 7.9 | -2.8 | -0.2 | -3.2
CC(c1ccccc1)C1C(C#N)=C(N)OC2=C1C(=O)CC(C)(C)C2 (stereo not given) | -3.8 | 4.4 | 3.0 | -8.6 | 5.1 | 0.1 | -5.2 | -4.0 | 1.1 | 2.0
Cc1cc(CN(C)C(=O)C2CCC(=O)N(CCc3cccc(F)c3)C2)on1 (stereo not given) | 0.7 | -7.0 | -5.5 | 1.9 | 0.6 | 1.6 | -13.6 | 4.1 | -0.1 | 0.6
